# Screening results from PubChem.
# AmpC inh detg = qHTS Inhibitors of AmpC Beta-Lactamase (assay with detergent); P00811; AmpC hydrolysis of nitrocefin, absorbance 480 nm, 0.01% Triton; Potency, µM (series often up to 114 µM), inactives show at the top dose activity change, negative = inhibition, hits mostly inhibitors; 0.041% of 370,000 active; AID 485294, 2010;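 further: potency means the concentration at half of the fitted maximal effect; 0% = no-compound wells and -100% = no-enzyme wells; nearly all actives have a fitted effect of over 25% in size; some results filed as inactive show a strong effect at the top dose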
# Target sequence (P00811 whole entry, looked up): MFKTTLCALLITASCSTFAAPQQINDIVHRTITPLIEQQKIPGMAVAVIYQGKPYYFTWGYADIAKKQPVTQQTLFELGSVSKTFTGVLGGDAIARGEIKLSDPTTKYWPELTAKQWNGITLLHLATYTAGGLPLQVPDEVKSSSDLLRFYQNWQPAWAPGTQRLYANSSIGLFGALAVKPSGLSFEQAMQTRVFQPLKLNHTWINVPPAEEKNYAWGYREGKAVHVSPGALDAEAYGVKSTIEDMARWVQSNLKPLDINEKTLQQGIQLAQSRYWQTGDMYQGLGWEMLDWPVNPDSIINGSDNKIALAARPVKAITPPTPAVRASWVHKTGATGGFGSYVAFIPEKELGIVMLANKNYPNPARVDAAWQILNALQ
#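 20 mM phosphate pH 7.0 + 0.01% (detergent screen) or 0.0001% Triton X-100; 5.3 nM AmpC reagent; cpd preinc 15 min RT; nitrocefin (800 uM stock) to start; A480 q20 s × 4 min; Activity was normalised to no-enzyme and no-compound control wells.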
# AMA1 RON2 block = qHTS for Inhibitors of AMA1-RON; Towards Development of Antimalarial Drug Lead: Primary Screen; Potency, µM (titrated, usually from 58.2 µM), inactives show top-dose activity change, negative = inhibition, hits mostly inhibitors; AlphaScreen AMA1-biotinylated RON2 peptide binding; 0.2% of 360,000 active;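 further: potency means the concentration at half of the fitted maximal effect; 0% = vehicle wells and -100% = peptide control; nearly all actives have a fitted effect of over 45% in size; some results filed as inactive show a strong effect at the top dose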
#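 AMA1 (3D7) with his tag at 25 nM final met compounds first, then biotinylated RON2 peptide at 25 nM; detection used donor plus acceptor beads, 10 µg/mL apiece, read by AlphaScreen after 30 min at room temperature.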
# LmPK inhibitor = qHTS Assay for Inhibitors of Leishmania Mexicana Pyruvate Kinase (LmPK). Potency, µM (highest dose often 57.5 µM), for the others: top-dose activity change, negative = inhibition, usual class: inhibitors. Q27686. 0.37% of 290,000 active. purified LmPK, Kinase-Glo ATP luminescence, 1 h; further: potency means the concentration at half of the fitted maximal effect
# Target sequence (Q27686 whole entry, looked up): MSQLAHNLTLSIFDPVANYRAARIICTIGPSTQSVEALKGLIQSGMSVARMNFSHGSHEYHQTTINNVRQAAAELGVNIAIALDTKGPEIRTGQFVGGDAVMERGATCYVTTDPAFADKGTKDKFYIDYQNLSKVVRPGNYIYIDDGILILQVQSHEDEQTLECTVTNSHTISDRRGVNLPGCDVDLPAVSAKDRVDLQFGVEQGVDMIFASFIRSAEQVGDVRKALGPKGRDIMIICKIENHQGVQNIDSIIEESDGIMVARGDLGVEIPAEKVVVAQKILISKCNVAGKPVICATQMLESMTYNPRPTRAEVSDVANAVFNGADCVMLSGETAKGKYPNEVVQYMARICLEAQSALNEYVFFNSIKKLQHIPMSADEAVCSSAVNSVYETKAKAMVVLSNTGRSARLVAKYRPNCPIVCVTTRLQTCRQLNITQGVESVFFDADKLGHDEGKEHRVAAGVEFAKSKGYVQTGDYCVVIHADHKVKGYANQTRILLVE
#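 In 50 mM imidazole pH 7.2 with 7 mM MgCl2, LmPK (0.1 nM) turned over PEP (0.5 mM) and ADP (0.1 mM) for 1 h at room temperature. Luciferase read-out of ATP.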
# AmpC no deterg = qHTS Inhibitors of AmpC Beta-Lactamase (assay without detergent) | P00811 | Potency, µM (doses to about 57.1 µM), without a hit: at the top dose activity change, negative = inhibition, most hits filed as inhibitors | 0.52% of 330,000 active | AmpC nitrocefin hydrolysis, absorbance 480 nm, 0.0001% Triton | AID 485341, 2010;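 further: potency means the concentration at half of the fitted maximal effect; plate controls were no compound for no effect and no enzyme for full effect; nearly all actives have a fitted effect of over 20% in size; some results filed as inactive show a strong effect at the top dose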
#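 AmpC (5.3 nM in the dispensed reagent) in 20 mM phosphate pH 7.0 with 0.01% (detergent screen) or 0.0001% Triton X-100 was preincubated with compounds for 15 min at room temperature. Nitrocefin was then added from an 800 uM solution, and hydrolysis was followed at 480 nm.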
# HCMV inh = qHTS Assay for inhibitors of the human cytomegalovirus (HCMV) | 4.5% of 410,000 active | AID 1259415, 2018 | activity change, negative = inhibition, % at 57.5 µM | HFF cells, HCMV-luciferase reporter, 72 h; active compounds read low; in the data active means activity change below about -60%; inconclusive means no clear call, values can overlap the other calls; inactive means above about -39%
#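 Screen run at 2 compound doses on HFFs infected with reporter HCMV, MOI 1 PFU/cell. Luciferase activity from cell lysates at 72 h post infection gave inhibition relative to buffer-only and Salinomycin wells.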
# Tb PYK inh = qHTS of Trypanosoma Brucei Inhibitors; TbPYK enzyme, Kinase-Glo Plus ATP luminescence, 45 min; Potency, µM (highest dose often 76.8 µM), for the others: at the highest dose activity, negative = inhibition, actives largely listed as inhibitors; 0.12% of 410,000 active; further: potency means the concentration at half of the fitted maximal effect; nearly all actives have a fitted effect of over 50% in size
#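 Glycolytic pyruvate kinase of T. brucei was incubated with substrate, test compound and 130 uM ADP for 45 minutes at room temperature. Luminescent Kinase-Glo Plus signal was measured after 10 minutes.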
# HCV inh = qHTS Assay for Inhibitors of Hepatitis C Virus (HCV). Huh7.5.1 HCVcc-Cre infection, luciferase reporter, 44 h. Potency, µM (doses to about 41.8 µM), for inactives: at the top dose activity change, negative = inhibition, usual class: inhibitors. 3.4% of 340,000 active; further: potency means the concentration at half of the fitted maximal effect
#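 Infectious HCV cell culture screen: compound-treated cells (1,000/well, pre-plated 4 h) are infected with HCVcc-Cre at roughly 0.5 moi and grown 44 h. Infection is quantified by luciferase signal after 15 min substrate incubation at room temperature.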
# An asterisk follows results filed as active; ? = inconclusive; nt = no result given; & = joins results of further samples; [ ] = remark or other dose. Unless noted, the call rests on the fitted dose curve; in most records, active means well fitted curve in the direction sought with a large enough effect; inconclusive means small, poorly fitted or top-dose-only effect, or another doubt; inactive means no such curve, though single readings can be large; an effect the other way counts as inactive or inconclusive. Unless noted, on the % scale 0 is the no-effect control and ±100 the full control effect. No enrichment for hits. About 7.5% of those tested had a hit in this group.
smiles | AmpC inh detg | AMA1 RON2 block | LmPK inhibitor | AmpC no deterg | HCMV inh | Tb PYK inh | HCV inh
Cc1c(Nc2nc3ccccc3nc2NS(=O)(=O)c2cccs2)c(=O)n(-c2ccccc2)n1C | -14% | 12% | 0% | -39% | 41 | -3% | 15%
CC(=O)c1sc(NC(=O)C(C)(C)C)nc1C | ? | -14% | 4% | 2% | -17 | -10% | -4%
COc1cc(CNc2nc(C)c([N+](=O)[O-])c(C)c2C#N)cc(OC)c1OC | -14% | 13% | 3% | 18%[2.29 µM] | 40 | -6% | 6.3µM*
CSc1nccc(-c2cc(Cl)sc2Cl)n1 | ? | 17% | -1% | -26% | 27 | -4% | 4%
CCCN(CCO)C1CCN(CCc2ccccc2)CC1 | 7% | -1% | -1% | -6% | 1 | 22% | 7%
COc1ccc(CC(=O)Nc2c(C(=O)N3CCN(c4ncccn4)CC3)oc3ccccc23)cc1OC | -5% | -9% | 4% | 49% | ? | -3% | -11%
CCN(C(=O)COC(=O)/C=C/c1c(C)nn(-c2ccccc2)c1C)c1c(N)n(Cc2ccccc2)c(=O)[nH]c1=O | nt | -11%[11.6 µM] | nt | nt | -17 | -3% | 11%
COc1ccc(Br)cc1CNC(=O)CN1C(=O)C(c2ccccc2)Oc2cccnc21 (stereo not drawn) | -2% | 32%[activator] | 4% | -26% | -36 | 0% | ?
CCN1CC(C)(C)N(C(=O)c2ccccc2)CC1(C)C | nt | 11% | nt | nt | -39 | -1% | 20%
CCOC(=O)c1c(-c2cccs2)csc1NC(=O)c1ccncc1 | -11% | 10% | 3% | 5% | -36 | -9% | ?
Cc1cccc(C(=O)OCc2cncs2)c1 | 2% | -4% | -4% | -11% | -11 | 3% | 2%
COc1ccc(-c2csc(N(CCCN(C)C)C(=O)c3ccc(F)cc3)n2)cc1 | 5% | 0% | -5% | 70%[activator] | 65 | -6% | -12%
CCC(Sc1ccc2nnc(CCNS(=O)(=O)c3ccc(OC)cc3)n2n1)C(=O)OC (stereo not drawn) | -4%&18% | 10% | 4% | 24% | 3&15 | 1%&-6% | 13%
COCCNc1nc2cc(-c3ccccc3OC)sc2c(=O)n1C | nt | -1% | nt | nt | 32 | 1% | nt
COc1cc2oc(=O)ccc2c(OC)c1CC(O)C(C)(C)O (stereo not drawn) | 3% | -7% | -4% | -10% | 15 | 0% | 7%
CCOc1cccc(C(=O)NC(c2ccccc2)C(C)C)c1 (stereo not drawn) | -2% | 0% | 9% | 0% | 12 | -5% | -2%
COc1ccc(OC)c(/C=C/C(=O)c2ccc(Cl)cc2)c1 | -6% | 44%[activator] | -4% | -11% | -10 | -1% | ?
CN(C(=O)COc1ccc2c(-c3ccccc3)cc(=O)oc2c1)C1CCS(=O)(=O)C1 (stereo not drawn) | -8% | 2% | -7% | 123%[activator] | 0 | -2% | -10%
CC(=O)N1CCc2cc(S(=O)(=O)CCC(=O)N3CCN(c4cccc(C)c4C)CC3)ccc21 | 3% | nt | nt | nt | -5 | -8% | nt
CCCNC(=O)c1c(NC(=O)C2COc3ccccc3O2)sc2c1CCCC2 (stereo not drawn) | ? | 1% | -1% | -21% | ? | -13% | -6%
CC1(C)CN(C2CCCCC2)C(=O)[C@H]1CC(=O)Nc1ccccc1 | nt | -9% | nt | nt | -21 | -10% | nt
COc1ccc(C(=O)N/C(=C\c2ccccc2)C(=O)Nc2ccc(C(=O)NCC(=O)O)cc2)cc1 | -7% | 11% | -1% | -18% | 36 | 0% | 8%
COc1ccccc1Nc1nc(-c2sc(NC(=O)c3ccco3)nc2C)cs1 | 2% | -11% | -7% | -16% | 1 | -6% | ?
CCc1nccn1CCC(=O)N1CCCC(Nc2ccc(C(C)C)cc2)C1 (stereo not drawn) | 5% | -11% | -11% | 71%[activator] | 8 | -1% | -19%
c1ccc2c(OCCCCN3CCOCC3)cccc2c1 | -12% | -25% | -1% | 61%[activator] | -30 | 0% | -8%
CC1(O)CC(c2ccc(Cl)cc2)=NN1C(=O)c1ccc([N+](=O)[O-])cc1 (stereo not drawn) | 5% | 5% | ? | 24% | -16 | -10% | ?
Clc1ccc(/C=C\c2nccc3c2[nH]c2ccccc23)cc1 | 3% | -4% | 4% | -57% | 23 | 2% | ?
COC(=O)C1CCN(C(=O)CN2C(=O)NC3(CCC(C)CC3)C2=O)CC1 (stereo not drawn) | nt | 24% | nt | 2% | 11 | 3% | 8%
Cc1ccc(NS(=O)(=O)c2c(C)[nH]c(=O)[nH]c2=O)c(C)c1 | -4%&-2% | -10% | 0% | 1% | -13&10 | 11%&3% | 11%
CC(C)(CNC(=O)CC1C(=O)NCCN1Cc1cccc(F)c1F)N1CCOCC1 (stereo not drawn) | 2% | 15% | 6% | 4% | ? | 0% | 8%
COC(=O)c1ccccc1NC(=O)CSc1nc2ccsc2c(=O)n1CCCCC(=O)O | nt | 1% | nt | nt | -12 | -1% | nt
CC(Oc1ccc(Cl)cc1)C(=O)Nc1nccs1 (stereo not drawn) | 0% | 5% | 1% | -19% | 7 | 9% | -11%

# Overlap with the part before: three compounds; new compounds follow.
smiles | AmpC inh detg | AMA1 RON2 block | LmPK inhibitor | AmpC no deterg | HCMV inh | Tb PYK inh | HCV inh
CC(C)(CNC(=O)CC1C(=O)NCCN1Cc1cccc(F)c1F)N1CCOCC1 (stereo not drawn) | 2% | 15% | 6% | 4% | ? | 0% | 8%
COC(=O)c1ccccc1NC(=O)CSc1nc2ccsc2c(=O)n1CCCCC(=O)O | nt | 1% | nt | nt | -12 | -1% | nt
CC(Oc1ccc(Cl)cc1)C(=O)Nc1nccs1 (stereo not drawn) | 0% | 5% | 1% | -19% | 7 | 9% | -11%
COc1ccc(CNC(=O)CNC(=O)c2sc3ccccc3c2Cl)cc1OC | ? | 26% | nt | -11% | -68* | 2% | ?
CC1Cc2ccccc2N1S(=O)(=O)c1cccc(C(=O)OCC(=O)N2CCOCC2)c1 (stereo not drawn) | nt | -7% | nt | 159%[activator] | 8 | -2% | 10%
CCCCNC(=O)Nc1ccnn1C1CCCCC1 | -3% | 34%[activator] | 2% | 1% | 14 | 1% | -3%
COc1ccc(CNCc2ccc(C)cc2)c(OC)c1 | ? | -8% | -8% | -6% | 12 | 3% | 9%
c1ccc(CSc2nnc(-c3ccccn3)n2-c2ccccc2)cc1 | -13% | -8% | 6% | 1% | -23 | -11% | 6%
CC(C)C1C(=O)N(Cc2cn(CCC3OCCO3)nn2)CCS(=O)(=O)N1Cc1ccc(-c2cccc(N(C)C)c2)cc1 (stereo not drawn) | nt | 18µM* | nt | nt | -8 | -17% | nt
Cc1ccccc1Nc1nnc(SCC(=O)Nc2ncc(C(F)(F)F)cc2Cl)s1 | -12% | -12% | 1% | -27% | 7 | -4% | 28%
Cc1ccc(C)c(NC(=O)Cc2coc3cc(C)cc(C)c23)c1 | -3% | nt | nt | nt | -22 | 3% | nt
Cc1cc(NC(=O)N2CC=C(c3c[nH]c4ccccc34)CC2)ccc1Br | 5% | nt | nt | nt | 0 | 0%[15.4 µM] | nt
O=C(Cc1ccc(S(=O)(=O)N2CCOCC2)s1)Nc1cc(C(F)(F)F)cc(C(F)(F)F)c1 | 9% | 9% | nt | -13% | -80* | 1% | 11µM*
O=C(CN1CCCC1c1cccs1)Nc1cc(S(=O)(=O)N2CCCCC2)ccc1Cl (stereo not drawn) | nt | 3% | nt | nt | ? | -8% | 5µM*
CC(C)OCCCNC(=O)CN1C(=O)COc2ccc(S(=O)(=O)N3CCOCC3)cc21 | -13% | nt | nt | nt | -11 | -3% | nt
Cc1sc(NC(=O)CN(Cc2ccc(F)cc2)C(=O)C(C)(C)C)c(C(N)=O)c1C | -1% | 60%[activator] | -1% | -23% | -11 | 0% | 3%
CCN1CCN(C(CNS(=O)(=O)c2ccc(OC)c(C)c2)c2cccnc2)CC1 (stereo not drawn) | 5% | 11% | -4% | -11% | 29 | -8% | 0%
O=C(Cn1c(=O)sc2ccccc21)Nc1ccccc1C(=O)O | ? | -8% | 6% | -17% | -18 | -6% | 13%
CCS(=O)(=O)c1nc(S(=O)(=O)c2ccc(C)cc2)c(N2CC(C)CC(C)C2)s1 (stereo not drawn) | -4% | -1% | 0% | 31% | ? | -4% | ?
Cc1ccc(S(=O)(=O)NN2Cc3ccccc3C2=N)cc1 | -9% | -11% | 5% | -25% | -22 | 1% | 6%
O=C(Nc1ccc(S(=O)(=O)Nc2ccccc2F)cc1)N1CCCCC1 | 7% | -14% | -9% | -14% | 19 | -1% | -17%
CN(C)S(=O)(=O)c1ccc(N2CCCC2)c(C(=O)NCC(=O)Nc2ccc(F)c(F)c2)c1 | ? | -8%[11.6 µM] | nt | -23% | -26 | 6% | ?
CN(C)C(CNC(=O)CCC(=O)c1ccc(Br)cc1)c1ccccc1 (stereo not drawn) | 2% | 17% | -5% | 68%[activator] | 14 | 5% | 2%
Cc1ccnc(Sc2nc3c(c(=O)[nH]c(=O)n3C)n2CCCc2ccccc2)n1 | -16% | -16% | 4% | 26% | 12 | -3% | 12%
CN(C)S(=O)(=O)Oc1cccc(C(=O)Nc2cccc(Cl)c2)c1 | -3% | 5% | -14% | 35%[activator] | -29 | 1% | 8.9µM*
CC(=O)NC(c1ccc(C)cc1)c1cc([N+](=O)[O-])c2cccnc2c1O (stereo not drawn) | 5% | -33% | 9% | -17% | -99* | -30% | ?
CCCNC(=O)C1(C)CCCN(Cc2ccc(C)cc2)C1 (stereo not drawn) | nt | 2% | nt | nt | 32 | 0% | nt
COC(=O)c1ccc(N=NN2CCCCCC2)cc1 | ? | 0% | -3% | -17% | 45 | 2% | 21%
CC(=O)NC(c1ccc(C(C)C)cc1)c1c(O)ccc2ccccc12 (stereo not drawn) | nt | -15% | nt | nt | 15 | 10% | -29%
Cc1cccc(N2C(=O)NC(=O)/C(=C\c3ccc(N4CCOCC4)cc3)C2=O)c1 | -16% | -6% | 1% | -31% | ? | ? | 20%
COc1ccccc1C(=O)Nc1ccc(Br)cc1C | 2% | -2% | 2% | -14% | 49 | 5% | -9%
CN(C)c1ccc(C(=O)OCC(=O)NCCC2=CCCCC2)cc1 | -10% | -1% | 2% | -1% | -28 | 5% | ?
CC(=O)Nc1ccc(NC(=O)C(C)Sc2n[nH]c(-c3cccs3)n2)cc1 (stereo not drawn) | ? | 0% | nt | -35% | -27 | 6% | 2%
CCCCc1cc(-c2n[nH]c(=S)o2)c2ccccc2n1 | -16% | 101%[activator] | 0% | -48% | -32 | -32% | -16%
CN(C(=O)c1ccco1)c1nc(-c2ccccc2)cs1 | -18% | 0% | 0% | -33% | 86 | 5% | 7%
